Screening data from PubChem BioAssay.
M5 ag = human M5 muscarinic receptor agonists, primary screen, CHO-K1 cells, Fluo-8 calcium fluorescence; activation, % at 3 µM; 360,000 tested, 0.19% active; Muscarinic acetylcholine receptor M5 (Homo sapiens), P08912; CHO-K1 hM5 cells; 0% DMSO wells, 100% maximal acetylcholine response;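 active means activation above the run's mean over test compounds plus 3 SD, cut at about 23% in these data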;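 further: signal is peak over basal fluorescence ratio across the kinetic read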
CHRM4 antagonist = human M4 muscarinic receptor antagonists, primary screen, CHO cells, Fluo-8 calcium fluorescence. AID 624125, 2012. Muscarinic acetylcholine receptor M4 (Homo sapiens), P08173. CHO-hM4 cells, ACh EC80. 360,000 tested, 0.73% active. inhibition, % at 3 µM;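 active means inhibition above its plate's cutoff, the mean inhibition of sample wells plus 3 SD, cut at about 27% in these data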;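 further: 0% = acetylcholine EC80 with DMSO and 100% = DMSO without agonist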
Target sequence (P08173 whole entry, looked up): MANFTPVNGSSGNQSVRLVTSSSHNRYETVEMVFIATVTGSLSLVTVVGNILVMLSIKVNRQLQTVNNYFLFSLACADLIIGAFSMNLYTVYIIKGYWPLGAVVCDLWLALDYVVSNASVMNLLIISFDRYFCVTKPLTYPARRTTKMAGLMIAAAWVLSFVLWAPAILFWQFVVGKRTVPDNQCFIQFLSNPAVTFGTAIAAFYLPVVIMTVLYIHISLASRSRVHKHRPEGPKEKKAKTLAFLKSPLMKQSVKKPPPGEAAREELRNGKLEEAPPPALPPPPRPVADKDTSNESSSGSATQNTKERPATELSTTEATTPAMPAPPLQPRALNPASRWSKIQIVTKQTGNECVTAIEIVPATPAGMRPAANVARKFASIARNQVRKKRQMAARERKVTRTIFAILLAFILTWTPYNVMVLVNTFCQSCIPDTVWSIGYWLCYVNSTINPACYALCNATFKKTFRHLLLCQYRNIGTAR
M5 PAM = human M5 muscarinic receptor positive allosteric modulators, primary screen, CHO-K1 cells, Fluo-8 calcium fluorescence | CHO-K1 hM5, ACh EC20 PAM; 0% = ACh EC20, 100% = ACh EC100 | activation, % at 3 µM | 360,000 tested, 0.3% active | AID 624038, 2012;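 active means activation above the run cutoff, the mean activation of all test compounds plus 3 SD, cut at about 18% in these data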
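Assay system: CHO-K1 hM5 cells. Also added: acetylcholine at EC20 concentration, added after compound. Dosing: 3 µM, single dose. Times: compound preincubation 140 s before EC20 acetylcholine addition. Signal: Fluo-8 calcium fluorescence. Measure: % activation relative to EC20 and EC100 ACh responses. Repeats: singlicate, one well per test compound.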
CRFBP-R2 block = antagonists of CRF-BP/CRF-R2 complex, primary screen, cell-based, HEK293, calcium dye fluorescence, uHTS | CRF-induced calcium fluorescence | inhibition, % at 11.8 µM | AID 588475, 2011 | 350,000 tested, 0.59% active;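 active means inhibition of the ligand-induced calcium signal above about 50% at the single tested concentration, limit read from the data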
M1 PAM = human M1 muscarinic receptor positive allosteric modulators, primary screen, CHO-K1 cells, Fluo-8 calcium fluorescence, 1536-well | AID 588819, 2011 | Muscarinic acetylcholine receptor M1 (Homo sapiens), P11229 | CHO-K1 hM1, ACh EC20; 0% = ACh EC20, 100% = maximal ACh | 360,000 tested, 0.088% active | activation, % at 3 µM; in the data active means activation above about 19%, passing the limit was not always enough
Target sequence (P11229 whole entry, looked up): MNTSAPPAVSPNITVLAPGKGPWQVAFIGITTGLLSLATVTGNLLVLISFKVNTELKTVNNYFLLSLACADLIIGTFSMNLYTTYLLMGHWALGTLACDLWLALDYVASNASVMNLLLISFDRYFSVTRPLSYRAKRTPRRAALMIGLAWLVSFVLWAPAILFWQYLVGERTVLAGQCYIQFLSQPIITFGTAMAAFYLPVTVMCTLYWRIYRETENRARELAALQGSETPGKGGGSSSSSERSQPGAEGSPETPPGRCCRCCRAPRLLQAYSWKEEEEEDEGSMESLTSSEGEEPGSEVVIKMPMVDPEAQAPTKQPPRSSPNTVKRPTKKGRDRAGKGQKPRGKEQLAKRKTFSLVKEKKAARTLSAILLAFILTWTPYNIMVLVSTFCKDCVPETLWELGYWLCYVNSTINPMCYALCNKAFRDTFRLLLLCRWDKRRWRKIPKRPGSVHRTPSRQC
M4 ag = human M4 muscarinic receptor agonists, primary screen, CHO-K1 cells, Fluo-8 calcium fluorescence. Muscarinic acetylcholine receptor M4 (Homo sapiens), P08173. CHO-K1 hM4/Gqi5; vehicle 0%, full acetylcholine response 100%. activation, % at 3 µM. 360,000 tested, 0.14% active. AID 624127, 2012;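 active means activation above the run mean over all test wells plus 3 SD, cut at about 32% in these data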;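 further: peak over basal fluorescence ratio per well then scaled between controls; 0% = DMSO wells and 100% = acetylcholine at EC100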
CRFR2-BP ag = agonists of CRF-BP/CRF-R2 complex, primary screen, cell-based, HEK293, calcium dye fluorescence, uHTS; CRF-binding protein / CRF receptor 2 complex (human); calcium dye fluorescence (FLIPR); percent of saturating CRF peptide response; activation, % at 13.2 µM; 350,000 tested, 0.46% active; AID 588473, 2011;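 active means activation of at least 50%, plus an integration ratio under a set limit after plate pattern correction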;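 further: plate controls were neutral control wells without compound for no effect and CRF at EC100 for full effect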
M4 PAM = human M4 muscarinic receptor positive allosteric modulators, primary screen, CHO-K1 cells, Fluo-8 calcium fluorescence; Muscarinic acetylcholine receptor M4 (Homo sapiens), P08173; CHO-K1 hM4/Gqi5, ACh EC20; 0% = ACh EC20, 100% = maximal ACh; activation, % at 3 µM; AID 624126, 2012; 360,000 tested, 0.4% active;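 active means activation above its plate's cutoff, the mean activation of sample wells plus 3 SD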; further: some results filed as inactive read as strong as hits
M5 antag = human M5 muscarinic receptor antagonists, primary screen, CHO cells, Fluo-8 calcium fluorescence; Muscarinic acetylcholine receptor M5 (Homo sapiens), P08912; CHO-hM5 cells, ACh EC80; inhibition, % at 3 µM; 360,000 tested, 0.59% active; AID 624040, 2012;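 active means inhibition above a per-plate cutoff, the mean of that plate's test compounds plus 3 SD, cut at about 27% in these data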;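 further: 0% = acetylcholine EC80 with DMSO and 100% = DMSO without agonist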
* hit, by the source's call; · = no result given. Rows were taken by chance; about 2.6% have a hit in one of these screens.

M5 ag	CHRM4 antagonist	M5 PAM	CRFBP-R2 block	M1 PAM	M4 ag	CRFR2-BP ag	M4 PAM	M5 antag	canonical_smiles
0	-2	7	7	6	0	1.0	4	7	CCCCN1CC(=O)N2[C@H]3c4ccc(OC)cc4OC[C@@H]3[C@H](C(=O)OCC)[C@]2(C)C1=O
1	-22	-12	-6	-4	14	-2.4	-13	4	O=C(c1ccccc1F)N1CCN(c2ccc([N+](=O)[O-])c3cccnc23)CC1
-9	1	3	18	-3	0	-1.6	-4	2	CC1CCCCN1CCNC(=O)C1CCCN(S(=O)(=O)c2cccc3nsnc23)C1 (configuration not stated)
-4	0	5	-6	2	3	-1.2	2	-9	Cc1ccc2cc3cc(C(=O)N4CCN(C(=O)c5ccco5)CC4)sc3nc2c1
0	14	5	4	8	2	4.8	5	-3	CC(C)CNC(=S)NNC(=O)c1ccc2c(c1)OCO2
-3	-1	4	22	3	0	-2.3	6	-5	N#Cc1ccc(N2C(=O)[C@@H]3C(C(=O)C(c4ccccc4)c4ccccc4)=NN[C@@H]3C2=O)cc1
-2	0	-4	4	-7	0	1.6	6	1	Cc1ccccc1NC(=O)OCc1cccnc1Sc1ccc(Cl)cc1
1	-4	-3	-12	2	1	-1.6	0	10	CCN(CC(=O)Nc1c(F)cccc1F)C(=O)CCCN1C(=O)c2cccc3cccc(c23)C1=O
0	-1	-3	-3	11	1	9.1	5	6	CCOC(=O)C1CCN(C(=O)Nc2ccccc2Cl)CC1
1	-10	10	-11	5	0	-0.1	0	0	O=C1NC(=O)C(=Cc2ccccc2)N1
-3	5	-3	-135	2	2	140*	-4	12	CN(C)c1ccc(/C=N/N(CCO)C2=NS(=O)(=O)c3ccccc32)cc1
-2	13	7	-1	-7	0	0.1	-3	2	CCN1C(=O)[C@H]2[C@@H](c3ccc(SC4CCCCC4)c(OC)c3)N3CCCC[C@@]3(C(=O)OC)[C@H]2C1=O
-1	-2	-4	-17	-1	0	8.8	1	0	COC(=O)/C(=C1/Oc2ccc(C(C)(C)C)cc2S1)C(F)(F)F
-2	-10	4	-2	9	2	0.1	0	-5	CCCC(=O)OCCNC(=O)c1cc2ccccc2oc1=O
2	1	6	-16	11	0	0.4	2	5	CCn1c(SCc2nc3ccccc3c(=O)[nH]2)nnc1C(C)NC(=O)c1ccccc1 (configuration not stated)
-2	5	3	-20	8	1	2.1	9	-2	Cc1ccc(CNCc2ccccc2Cl)cc1
2	-3	9	1	6	1	-2.3	16	-3	CC(=O)c1cccc(NC2c3ncccc3C(=O)N2Cc2ccco2)c1 (configuration not stated)
-1	3	-4	-11	9	2	0.3	0	-1	O=C(Cn1nnc(-c2ccc(CN3CCOCC3)cc2)n1)NC1CCCCC1
-3	1	-6	0	3	2	-2.4	1	10	Cc1cc2c(ncn2Cc2ccccc2)c(N)c1C
-4	0	-5	-11	-7	0	0.4	3	11	COc1cc(/C=C2/C(=N)N3N=C(CC(=O)N4CCOCC4)SC3=NC2=O)ccc1OC(C)c1ccccc1 (configuration not stated)
-2	-6	-5	7	8	1	-2.4	1	6	COc1ccc(CN2CCNC(=O)C2CC(=O)N(C)Cc2ccon2)c(F)c1 (configuration not stated)
0	-3	-1	-1	4	3	0.4	-1	5	COc1cccc(NC(=O)c2ccc(NC(=O)C(C)C)cc2)c1
1	4	2	11	0	0	-1.9	-8	-8	N/C(Cc1ccc([N+](=O)[O-])cc1)=N\OC(=O)c1ccccc1Br
-4	2	-6	6	8	3	0.6	-2	6	Cc1cc2c(cc1S(=O)(=O)N1CCN(c3cccc(C(F)(F)F)c3)CC1)OCC(=O)N2
-1	-4	8	10	5	1	-1.3	3	-7	CCNC(=O)c1sccc1-n1cccc1
-1	2	0	-6	6	0	0.8	-6	7	CCn1cc(C(=O)OC)c(=O)c2ccc(C)nc21
0	-9	4	12	7	2	-0.2	8	4	NNC(=O)c1ccc(-c2cccc([N+](=O)[O-])c2)o1
-7	-12	5	-1	1	1	3.6	7	2	Cc1cc(CCNC=O)c(C)c2c1oc1ccccc12
-1	12	-2	0	4	0	-3.5	-5	8	CC(=NNC(=S)N(Cc1ccccn1)Cc1ccccn1)c1cnccn1
-2	-5	-4	1	2	5	20	-3	5	CCN(CC)S(=O)(=O)c1ccc(/C=C/C(=O)OCC(=O)Nc2ccc(C(N)=O)cc2)cc1
-9	-3	-1	4	6	1	-0.7	1	-15	Cc1ccc(CN2C(=O)c3ccccc3NC2c2ccccn2)cc1 (configuration not stated)
1	-7	2	·	·	1	·	7	-1	COC(=O)C[C@H]1C=C[C@@H](NS(=O)(=O)c2ccccc2)[C@@H](CO)O1
-1	-17	-3	-13	14	0	-0.1	3	-3	CC(C)N(C(=O)[C@H]1C[C@H](CC(=O)NCCCN(C)C)C(=O)N2CCc3c([nH]c4ccc(Cl)cc34)[C@]12C)C(C)C
1	-10	5	·	11	1	·	9	-3	COCCNC(=O)C1CCCN(C(=O)c2cc(C(C)(C)C)nn2C)CC1 (configuration not stated)
-11	8	-15	-8	-12	5	7.8	-5	9	Cc1cc2oc3ccc(NCCC4CCCN4C)cc3c(=O)c2cc1C (configuration not stated)
-2	-7	-3	8	4	1	-0.3	-4	-3	O=C(NCn1ccc(=O)[nH]c1=S)c1ccccc1
0	-6	2	-19	11	2	-2.1	0	3	COc1ccc(C(=O)N/N=C(\C)CC(=O)Nc2cccc(C(F)(F)F)c2)cc1
6	2	-2	3	6	4	0.0	11	-5	CN(CC(=O)Nc1ccc(Cl)c(C(F)(F)F)c1)C(=O)C1CCCO1 (configuration not stated)
1	-2	-8	-3	-7	17	0.0	-9	7	CC1C(=O)N(Cc2cn(CCC3OCCCO3)nn2)CCS(=O)(=O)N1Cc1ccc(-c2ccc(F)cc2)cc1 (configuration not stated)
-5	36*	-8	83*	-14	-2	23	-12	16	O=C1c2cccc3c([N+](=O)[O-])ccc(c23)C(=O)N1c1nccs1
1	11	-6	-4	-3	18	1.4	-2	14	COc1cccc(C(=O)N2CCN(Cc3ccccn3)CC2)c1
-2	-10	1	9	9	2	-0.7	5	5	O=S(=O)(c1ccccc1)N(Cc1ccccn1)Cc1ccccn1
1	-10	-3	-1	1	0	-0.4	-4	8	Cc1nc(C(F)(F)F)ccc1C(=O)Nc1ccccc1F
1	-4	-8	·	·	2	·	10	9	CC1=C(C(=O)N2CCOCC2)CC(CC(=O)NCCCN(C)C)C(=O)N1CCCN1CCCC1=O (configuration not stated)
-1	6	11	-5	13	2	-3.7	2	-10	CCOC(=O)CNc1nc(Cl)nc(N2CCCCC2)n1
-3	-2	-2	-1	9	-1	-0.3	0	11	Cc1ccc(NC(=S)N2CCC(NC(=O)c3ccco3)CC2)cc1C
-2	4	-1	18	7	2	0.2	13	1	O=C(NCCc1ccccc1)c1cccnc1N1CCCCCC1
-2	8	-6	·	-18	0	·	-8	2	CN(C)c1ccc(-c2csc(C(O)(c3ccccc3)C(F)(F)F)n2)cc1 (configuration not stated)
0	0	3	0	5	-1	-1.5	-5	1	Cc1cc(C)c2oc(=O)cc(CN3CCC(C)CC3)c2c1
0	4	-3	24	3	1	-1.3	16	2	CCOC(=O)CSc1nc2c(sc(=S)n2Cc2ccco2)c(=O)n1-c1ccc(F)cc1
0	15	5	8	9	2	-3.0	4	7	COc1ccc(/C(N)=N/OC(=O)c2ccco2)cc1
0	1	-4	-19	11	2	3.9	-3	8	CCc1cc(C(=O)Nc2cc(Cl)ccc2N2CCN(C)CC2)sc1C
-1	-9	9	0	10	-1	-0.4	4	-4	C/C(=N\NC(=O)C(=O)Nc1c(C)n(C)n(-c2ccccc2)c1=O)c1ccc(Cl)s1
-1	0	0	5	17	1	0.5	6	-5	O=C(NC1CC1)c1cc2c(F)cccc2s1
2	0	4	-10	1	-1	-0.8	-7	0	CCOC(=O)c1c(CN2CCOCC2)n(-c2ccccc2)c2cc(Br)c(OC)cc12
-3	-15	5	0	11	0	-0.9	6	-3	COc1ccc(S(=O)(=O)N/N=C(/C)c2ccco2)cc1
-3	7	-3	·	0	-2	·	-8	5	Brc1cccc(-c2nc3c4ccccc4ccn3c2Cc2ccsc2)c1
-1	1	-5	16	-1	0	0.8	-5	12	CCOn1c(=O)c(-c2cccs2)[n+]([O-])c2ccccc21
-1	3	7	10	-2	1	2.3	-2	-13	CSc1ccccc1C(=O)C1CCCN(C(=O)c2cncs2)C1 (configuration not stated)
-8	14	-12	2	-10	0	-1.9	-8	13	O=C1C2CC=C(Cl)CC2C(=O)N1CCC[n+]1ccccc1 (configuration not stated)
-2	-13	-8	·	-5	3	·	1	3	CCc1nc2c(OCc3ccc4c(c3)OCO4)cccn2c1N(C=O)Cc1ccccc1
